# Screening results from PubChem BioAssay.
# KCNH2 3.1 block – qHTS for Inhibitors of KCHN2 3.1: Mutant qHTS. activity change, % (tested at about 1.8 µM). 340,000 tested, 0.95% active. AID 720553, 2013. Potassium voltage-gated channel subfamily H member 2, brain isoform KCNH2 3.1 (human). U2OS KCNH2 3.1, thallium flux FluxOr; active compounds read low;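 active = maximum activity change below -70%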;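 also: thallium influx rate constant from kinetic fluorescence after stimulation buffer; % is scaled to controls: 0 for no effect and ±100 for the full control effect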
#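 Thallium flux read-out: FluxOr dye with Red40 quencher in HBSS/HEPES, 45 min at RT. Rate constants from kinetic reads were normalized to positive and negative DMSO controls. Cells: U2OS virally expressing the 3.1 isoform.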
# KCNH2 WT inh – qHTS for Inhibitors of KCHN2 3.1: Wildtype qHTS | U2OS, BacMam KCNH2, thallium flux FluxOr; active compounds read low | activity change, % at 1.84 µM | Voltage-gated inwardly rectifying potassium channel KCNH2 (Homo sapiens), Q12809 | 340,000 tested, 0.37% active;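 active = maximum activity change below -70%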; also: % is scaled to controls: 0 for no effect and ±100 for the full control effect
# Target sequence (Q12809 whole entry, looked up): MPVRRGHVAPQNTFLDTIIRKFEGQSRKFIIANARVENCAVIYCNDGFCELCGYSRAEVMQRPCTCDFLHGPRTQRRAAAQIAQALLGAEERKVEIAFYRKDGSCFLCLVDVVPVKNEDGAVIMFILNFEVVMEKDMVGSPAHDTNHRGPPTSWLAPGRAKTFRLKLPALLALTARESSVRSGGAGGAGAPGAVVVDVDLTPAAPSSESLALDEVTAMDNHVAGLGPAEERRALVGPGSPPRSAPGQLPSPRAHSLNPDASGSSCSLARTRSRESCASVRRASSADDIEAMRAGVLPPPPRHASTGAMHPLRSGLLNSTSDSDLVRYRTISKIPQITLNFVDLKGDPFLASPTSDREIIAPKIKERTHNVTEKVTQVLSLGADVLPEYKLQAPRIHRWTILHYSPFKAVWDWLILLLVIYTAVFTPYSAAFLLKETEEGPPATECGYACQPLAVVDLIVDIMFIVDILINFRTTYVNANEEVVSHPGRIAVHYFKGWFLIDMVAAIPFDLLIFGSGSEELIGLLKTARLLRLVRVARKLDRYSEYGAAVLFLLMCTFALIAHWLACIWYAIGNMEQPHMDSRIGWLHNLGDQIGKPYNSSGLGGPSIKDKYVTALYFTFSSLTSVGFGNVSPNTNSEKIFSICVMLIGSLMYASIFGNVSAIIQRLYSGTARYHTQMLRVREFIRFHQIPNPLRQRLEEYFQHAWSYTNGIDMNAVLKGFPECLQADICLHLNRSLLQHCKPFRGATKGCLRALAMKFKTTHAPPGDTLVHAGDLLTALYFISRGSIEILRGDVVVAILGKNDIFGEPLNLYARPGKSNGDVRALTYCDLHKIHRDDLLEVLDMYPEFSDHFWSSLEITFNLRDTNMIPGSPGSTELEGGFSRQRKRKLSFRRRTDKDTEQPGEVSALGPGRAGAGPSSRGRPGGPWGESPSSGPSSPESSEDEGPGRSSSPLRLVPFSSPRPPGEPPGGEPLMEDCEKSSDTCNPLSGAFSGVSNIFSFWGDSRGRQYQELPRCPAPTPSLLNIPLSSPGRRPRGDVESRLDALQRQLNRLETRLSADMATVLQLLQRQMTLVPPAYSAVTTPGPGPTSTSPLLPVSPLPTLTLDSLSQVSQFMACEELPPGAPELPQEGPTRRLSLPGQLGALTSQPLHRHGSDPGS
#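 U2OS cells were transduced with wild-type KCNH2 virus (2.03 x 10^8 / mL) for 4 h at room temperature, then cultured overnight at 37 C. Thallium flux was read with FluxOr dye. Rate constants were normalized to DMSO controls.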
# TCR activator – Activators of T cell receptors: qHTS campaign; AID 504894, 2011; 330,000 tested, under 10 active; primary human leukocytes, anti-CD3, IL-2 HTRF, 48 h; Potency, µM (series often up to 9.22 µM), inactives show top-dose activation of IL-2 secretion, usual class: activators; active = well fitted activation curve with a large enough effect; also: % of control where 0% means no effect
#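 Human primary leukocytes + a-CD3 beads + cpd, 48 hr; IL-2 in supernatant by HTRF (ex 320nm / em 665nm). No co-stimulatory signal supplied.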
# * marks the source's active call; other numbers are inactive results. Some of the compounds tested; the hit share may differ from the screen's.
no.	SMILES	TCR activator	KCNH2 3.1 block	KCNH2 WT inh
1	C(=Cc1c[nH]c2ccccc12)c1nccc2ccccc12	3%	-6	-7
2	CC(C)CCNC(=S)Nc1ccc(F)cc1	-1%	2	2
3	O=C(O)c1cccc(-c2ccccc2)c1O	4%	10	3
4	COc1ccc2c(=O)cc(-c3ccncc3)oc2c1OC	-2%	4	0
5	CS(=O)(=O)c1nc([N+](=O)[O-])nn1CCCc1ccccc1	8%	3	9
6	CCOC(=O)C1=CN(Cc2ccccc2)CCC1=O	9%	0	10
7	Cc1ccc(N=Cc2ccccc2O)cc1Cl	3%	2	0
8	COc1ccc(S(=O)(=O)Nc2ccc(Nc3ccccc3)cc2)cc1	-9%	2	1
9	O=C(CNC(=O)OCc1ccccc1)OC(c1ccccc1)c1ccccc1	6%	-3	1
10	CCOC(=O)C=C(OC(=O)c1ccc(OC)cc1)c1ccccc1	1%	-32	-9
11	CC(=O)O[C@@H]1[C@@H](OC(C)=O)[C@H](n2ccc3cc([N+](=O)[O-])ccc32)OC[C@@H]1OC(C)=O	-14%	4	4
12	O=C(O)C(Cc1ccc(O)cc1)N1C(=O)c2c(Cl)c(Cl)c(Cl)c(Cl)c2C1=O (stereo not given)	1%	-21	4
13	CC(=O)OCCCN(C)CC/C=C1/c2ccccc2CSc2ccccc21	-6%	-43	1
14	CCN(CC)CCCN1C=C2C(=O)C(C)(OC(=O)CCC(=O)OC)C(=O)C(Br)=C2C=C1c1ccc(OC)cc1 (stereo not given)	1%	-11	1
15	CCOC(=O)c1c(C)[nH]c(C(=O)OCc2ccc(C)cc2)c1C	1%	-7	15
16	Cc1nc(NC(=O)c2cccnc2Cl)sc1C	-2%	-17	-7
17	CC(C)CNC(=O)C1Nc2ccc(OC(F)(F)F)cc2C2C=CCC12 (stereo not given)	0%	-1	-3
18	CCSc1nc(N)nc2c1ncn2C1OC(CO)C(O)C1O (stereo not given)	0%	12	2
19	CC(C)(C)N(Cc1ccccc1)C(=O)COC(=O)C1CC(=O)N(Cc2ccccc2)C1 (stereo not given)	4%	12	4
20	COc1ccc(NC(=O)c2ccc(NC(=O)C3COc4ccccc4O3)cc2)c(OC)c1 (stereo not given)	-2%	13	10
21	COc1ccc(S(=O)(=O)N2CCOCC2)cc1C(=O)NCC(c1ccccc1)c1ccccc1	-2%	-22	5
22	O=C(O)C1(Nc2ccc(Br)cc2)CCCC1	-13%	-9	-6
23	c1ccc(-c2nc3cccnc3nc2-c2ccccc2)cc1	-9%	-3	-1
24	CC(C)=CCC12Oc3cc(O)ccc3C1(O)Oc1cc3c(c(O)c1C2=O)C=CC(C)(C)O3 (stereo not given)	0%	-4	-1
25	CN1C[C@@H]2[C@@H]3C(=O)N(Cc4ccccc4)C(=O)[C@@H]3[C@](C)(C1=O)N2C(=O)c1ccc(C(C)(C)C)cc1	-95%	9	10
26	CCOc1ccccc1C(=O)N[C@H](C(=O)OCC(=O)Nc1nnc(-c2ccccc2)o1)C(C)C	1%	-4	12
27	Cn1cnc([N+](=O)[O-])c1S(=O)(=O)Oc1ccc(Cl)cc1	-4%	-20	-1
28	COc1ccc(C2CC(=O)c3c(O)cc(O)cc3O2)c(CC=C(C)C)c1OC (stereo not given)	1%	-3	4
29	NN=C1c2ccccc2C(=O)C1C(=O)C(c1ccccc1)c1ccccc1 (stereo not given)	-3%	-26	-15
30	CC(=O)N[C@H](Cc1c[nH]c2ccccc12)C(=O)O	-8%	10	-8

# Laid out differently: results already given
# Value order – TCR activator | KCNH2 3.1 block | KCNH2 WT inh
17	CC(C)CNC(=O)C1Nc2ccc(OC(F)(F)F)cc2C2C=CCC12 (stereo not given)
  0% | -1 | -3
18	CCSc1nc(N)nc2c1ncn2C1OC(CO)C(O)C1O (stereo not given)
  0% | 12 | 2
19	CC(C)(C)N(Cc1ccccc1)C(=O)COC(=O)C1CC(=O)N(Cc2ccccc2)C1 (stereo not given)
  4% | 12 | 4
20	COc1ccc(NC(=O)c2ccc(NC(=O)C3COc4ccccc4O3)cc2)c(OC)c1 (stereo not given)
  -2% | 13 | 10
21	COc1ccc(S(=O)(=O)N2CCOCC2)cc1C(=O)NCC(c1ccccc1)c1ccccc1
  -2% | -22 | 5
22	O=C(O)C1(Nc2ccc(Br)cc2)CCCC1
  -13% | -9 | -6

# Continuation.
no.	SMILES	TCR activator	KCNH2 3.1 block	KCNH2 WT inh
31	Cc1cc(Br)ccc1NC(=O)CN(C)C(=O)C1CCN(C(=O)c2ccc(Cl)cc2)CC1	-4%	-9	34
32	COC(=O)C[C@H]1c2cc(F)cc(F)c2S(=O)(=O)N1C1CCN(Cc2ccccc2)CC1	12%	-14	9
33	COC(=O)NNC(=O)C(c1ccccc1)c1ccccc1	-5%	-5	5
34	CC(=O)C1(C)C(=O)N(c2ccc(C)cc2)C(=O)N1c1ccc(C)cc1 (stereo not given)	-6%	9	33
35	CNc1nc(N/N=C/c2cc([N+](=O)[O-])ccc2F)nc(Nc2ccccc2)n1	10%	6	-4
36	CN(C(=O)c1cccc(NC(=O)Cc2ccc(NC(=O)C3CCCN(C(=O)C4CCCC4)C3)cc2)c1)C1CCC1 (stereo not given)	-4%	25	2
37	CC(/C=N\NC(=O)c1cccnc1)c1ccccc1 (stereo not given)	-1%	19	-6
38	CC(=O)O[C@@H](C[C@@H](C)C1=C2C[C@H](O)C3[C@@]4(C)CCC(=O)C(C)(C)C4CC[C@]3(C)[C@@]2(C)CC1)[C@H]1OC1(C)C (stereo not given in full)	-10%	-42	2
39	CC(=O)N1CCC(N(CCN2CCOCC2)C(=O)Nc2ccc(Cl)c(Cl)c2)CC1	2%	-2	-11
40	O=C(N/N=C/c1cccnc1)c1ccc(Cl)c(Cl)c1	13%	-6	-1
41	CCOC(=O)C1=C(CCc2ccccc2)NC(=O)NC1c1ccc(C#N)cc1 (stereo not given)	-9%	-1	-7
42	COc1ccc(OC)c(NC(=O)CSc2ncnc3sc(C)cc23)c1	-6%	17	0
43	Oc1ccc(Cc2ccccc2Cl)c(O)c1	6%	-6	-2
44	O=C(O)c1cccnc1C(=O)c1ccccc1	-3%	-7	-3
45	CSc1nc2c([nH]1)c(=S)n(C)c(=O)n2C	3%	-6	-7
46	Cc1ccc(NC(=O)c2ncn(CCCNCCCN(C)C)n2)cc1C	1%	10	-10
47	O=C(O)c1cccc2c1-c1ccc([N+](=O)[O-])cc1C2=O	1%	-7	14
48	Nc1cc([N+](=O)[O-])ccc1OCc1ccccc1	-9%	2	-28
49	O=C(c1ccc(C(F)(F)F)cc1)N1CCC(=O)N(C(CO)Cc2ccccc2)CC1 (stereo not given)	-6%	4	-4
50	C#CCOCCOCCOCCNc1nc(N2CCN(C(=O)Cn3cc(CCO)nn3)CC2)nc(N2CCN(C(=O)[C@H]([C@@H](C)CC)n3cc(CCCCN)nn3)CC2)n1	-1%	77	-2
51	COc1cc2c(c3ccccc13)CCCC2=O	4%	-1	4
52	CC1=C(c2ccccc2)C=NNCC1=O	-4%	-10	1
53	N#Cc1c(C(F)(F)F)cc(Cc2ccccc2)nc1SCC(=O)NCC(=O)O	-5%	1	2
54	Cc1cccc(C(=O)NC(=S)NCc2ccccc2)c1	11%	-2	-2
55	Oc1ccc(C(=Nc2ccccc2)c2ccccc2)c(O)c1	-2%	28	-1
56	O=C(NCCNCCO)C1(C(F)(F)F)C/C(=C\Cc2ccccc2)CCCO1 (stereo not given)	-2%	15	3
57	O=C1CC2(CCCCCC2)Oc2ccc(Cl)cc21	1%	0	3
58	O=C1Nc2ccccc2C1=O	0%	4	0
59	COc1ccc(N2CCN(C(=O)CSc3nnc4nc(C)cc(C)n34)CC2)cc1	-2%	-4	-12
60	Nc1nc2c(ccc3ccccc32)s1	6%	9	0

# Remaining list, next part:
no.	SMILES	TCR activator	KCNH2 3.1 block	KCNH2 WT inh
61	O=C(O)CCCCCN1C(=O)/C(=C/c2cn(-c3ccccc3)nc2-c2cccs2)SC1=S	-1%	19	3
62	CSCCC(NC(=O)c1ccccc1Cl)C(=O)N1CCN(c2ccccn2)CC1 (stereo not given)	3%	-1	-4
63	COc1ccc(N2N=NN(C(C)C)C2=C(Cl)c2nnnn2-c2ccc(OC)cc2)cc1	-2%	12	-11
64	CCC1(CC)C(=O)C2=C3C1[C@H](C(=O)OC)C=C(C(=O)OC)C[C@H]3[C@H]1C(=O)N(CC(=O)OC)C(=O)[C@H]1[C@H]2C (stereo not given in full)	0%	1	-9
65	O=C(Cn1cc(COc2c(F)c(F)c(Br)c(F)c2F)nn1)c1ccc(O)cc1	12%	-10	-2
66	Cc1ccc(CN2CC(C(=O)N(CC(C)C)c3c(N)n(Cc4ccccc4)c(=O)[nH]c3=O)CC2=O)cc1 (stereo not given)	1%	5	-3
67	CCCCCCCCCCCCCCCC[N+](C)(C)Cc1ccc(F)cc1	-3%	-4	3
68	Cc1cc(=O)[nH]c(NN=C2CCCCC2C)n1 (stereo not given)	-1%	-4	-5
69	C=C(C1=CCN(S(=O)(=O)C(C)(C)C)[C@@H]1CCO)c1ccccc1	0%	-3	-7
70	COc1ccc([C@@]23Oc4cc(OC)cc(OC)c4[C@]2(O)[C@H](O)[C@H](C(=O)N(C)C)[C@H]3c2ccccc2)cc1	1%	-4	-3
71	O=c1[nH]c2c(=O)[nH]cnc2nc1-c1ccccc1	-31%	3	-3
72	CC(C)C[C@H]1CNC(=S)N1CC1CCN(CCCCc2ccccc2)CC1	2%	-71*	12
73	Cc1onc(-c2c(F)cccc2Cl)c1C(=O)Nc1cc(S(=O)(=O)N2CCCCC2)ccc1O	-3%	-5	-4
74	CC(=O)Oc1ccc2cc(-c3cccnc3)c(=O)oc2c1	-6%	10	-4
75	N=C1N(c2ccccc2)C(=S)C(=Nc2ccccc2)N1c1ccccc1	-5%	-18	-71*
76	CCOC(=O)N1CCC(NC(=O)C2CCN(Cc3nc(-c4ccc(CC)cc4)oc3C)CC2)CC1	-6%	-8	5
77	Cc1ccc(C)c(S(=O)(=O)N2CCN(C(=O)Cc3sc(C)nc3-c3ccc(F)cc3)CC2)c1	13%	11	15
78	O=C(O)Cn1cc(F)c(=O)[nH]c1=O	2%	2	1
79	Nc1nc(Cl)cc(=O)n1Cc1ccc(Cl)cc1	1%	3	-5
80	Cc1cc(N2CCN(C)CC2)nc2ccc(NC(=O)CCC(=O)NCCC3=CCCCC3)cc12	-1%	8	3
81	CN(C)c1cccc(F)c1C(=O)NC(=O)Nc1ccc(Cl)cc1	4%	-6	-19
82	C#CCNC(=O)C1=C[C@@H](c2ccc3c(c2)OCO3)C[C@@H](OCc2ccc(CO)cc2)O1	7%	4	-14
83	O=C1C2C3C=CC(O3)C2C(=O)N1Cc1ccncc1 (stereo not given)	-5%	0	-10
84	CCCC(=O)Nc1sc(-c2ccccc2)c(-c2ccccc2)c1C(=O)O	16%	4	-2
85	C=C1C(=O)OC2CC1C(O)CC(C)=CCCC(C)=CC(O)CC2C (stereo not given)	5%	3	-25
86	CN(C)c1nc(N(C)C)c2cnn(C)c2n1	-2%	-14	-5
87	COC(=O)c1ccc2c(c1C(=O)OC)CN(S(=O)(=O)C(C)(C)C)[C@@H]2CCO	-7%	10	12
88	COCCC1CCCCN1C(=O)c1ccc(OC)c(OC2CCN(C(C)=O)CC2)c1 (stereo not given)	-2%	2	2
89	Brc1ccc(-c2nnc(-c3cccnc3)o2)cc1	-14%	1	1
90	O=C1[C@H](Cc2ccccc2)NCCCC[C@@H](c2ccco2)N1Cc1ccccc1	-16%	-2	0

# Remaining list, next part:
no.	SMILES	TCR activator	KCNH2 3.1 block	KCNH2 WT inh
91	COc1ccccc1N(CC(=O)NCCSc1ccccc1)S(=O)(=O)c1ccccc1	6%	-13	15
92	Nc1ccc2c(c1Br)Cc1ccccc1-2	6%	-4	3
93	Cc1sc2ccccc2c1CNC[C@H]1O[C@@H](n2cnc(C(N)=O)n2)[C@H](O)[C@@H]1O	-2%	0	-16
94	O=c1[nH]c(-c2ccccc2)ncc1OCc1ccccc1	9%	-1	9
95	C#C[C@]1(O)CC[C@H]2[C@@H]3CCC4=Cc5oncc5C[C@]4(C)[C@H]3CC[C@@]21C	7%	8	2
96	CCN(CC(=O)Nc1ccccc1C(F)(F)F)C(=O)c1ccc(-n2nc(C)c(CCC(=O)OC)c2C)cc1	-2%	10	-2
97	O=C(O)c1cc(-c2ccccc2)nn1CC1CC(c2cccnc2)=NO1 (stereo not given)	9%	3	-2
98	Cc1nc(N)nc(N)c1-c1ccc([N+](=O)[O-])cc1	-2%	-19	28
99	COC/C=C/C1=CC2=CC(=O)C(C)(OC(=O)c3cnc4ccccc4n3)C(=O)C2=CN1CC(C)C (stereo not given)	-1%	5	6
100	Cc1cc(CNC[C@H]2O[C@@H](n3cnc(C(N)=O)n3)[C@H](O)[C@@H]2O)c(C)n1-c1cccnc1	-6%	-4	-4
101	O=C(C=Cc1cccs1)c1ccc(Cl)s1	7%	10	0
102	COc1ccc(CN2CCN(C(=O)c3ccccc3C(=O)c3ccccc3)CC2)cc1OC	-12%	-2	0
103	CC1CN(Cc2ccccc2)C(=O)NC1=O (stereo not given)	-2%	45	6
104	O=C(Nc1ccc2nc3n(c(=O)c2c1)CCCC3)c1cncc(Br)c1	-1%	15	7
